aDG glyco up = alpha-DG glycosylation activation; Pro5-aDG cells, alpha-DG glycosylation AlphaScreen (IIH6); 0% Pro5, 100% B10-LARGE cell signal; activation, % at 10 µM; actives 0.22% (n = 360,000); AID 624168;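 active = activation of at least 8% versus controls, or a plate z-score of at least 8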;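 also: Pro5 are CHO cells carrying HIG-tagged alpha-DG that lacks glycosylation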
Vif imaging = HIV Vif inhibition; HEK293T cells, Vif self-association by quenched fluorescence, imaging, 24 h; inhibition, % at 7.49 µM; actives 0.35% (n = 340,000); AID 602346; in the data active = inhibition above about 50%, passing the limit was not always enough; also: some results filed as inactive read as strong as hits
m5-HT2A agonist = agonists of mouse serotonin 5-HT2A receptor (HTR2A). CHO-K1 mHTR2A beta-arrestin complementation, luminescence; percent of 30 µM serotonin response. activation, % at 7.6 µM. actives 0.66% (n = 360,000);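 active = activation above a run cutoff, the mean activation of all tested compounds plus 3 SD, cut at about 14% in these data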;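 also: 0% = plate median of compound wells and 100% = 30 µM serotonin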
Target sequence (P35363 whole entry, looked up): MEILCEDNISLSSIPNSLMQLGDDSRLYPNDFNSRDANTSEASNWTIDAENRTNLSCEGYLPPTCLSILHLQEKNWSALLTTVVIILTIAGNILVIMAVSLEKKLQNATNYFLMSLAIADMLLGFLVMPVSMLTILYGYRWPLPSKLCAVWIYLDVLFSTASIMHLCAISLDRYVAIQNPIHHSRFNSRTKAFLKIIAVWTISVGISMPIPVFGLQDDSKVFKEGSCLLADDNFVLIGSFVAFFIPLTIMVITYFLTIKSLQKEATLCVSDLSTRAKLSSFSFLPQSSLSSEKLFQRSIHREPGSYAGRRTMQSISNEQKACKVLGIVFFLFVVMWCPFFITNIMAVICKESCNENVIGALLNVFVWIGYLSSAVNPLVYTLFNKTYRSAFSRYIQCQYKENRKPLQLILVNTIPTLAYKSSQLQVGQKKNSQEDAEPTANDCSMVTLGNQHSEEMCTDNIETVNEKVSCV
ABCB6 inh MLPCN = human ABCB6 transporter inhibition; actives 0.19% (n = 360,000); K562-ABCB6 porphyrin accumulation, flow cytometry, 1 h; hits give low values; Q9NP58; AID 602162; fluorescence ratio to DMSO, % at 10 µM;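 active = fluorescence ratio to DMSO below 75%, the collection mean minus 3 SD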;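 also: signal is porphyrin accumulated inside mitochondria; 100% equals median channel fluorescence of DMSO control wells; lower ratio means ABCB6 inhibition with less porphyrin fluorescence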
PDI inh = blocks human protein disulfide isomerase activity; AID 588391; actives 0.052% (n = 350,000); PDI insulin aggregation turbidity, A650, 90 min; inhibition, % at 10 µM; P07237;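 active = mean inhibition across replicates of 30% or more, whatever share of single replicates reach that level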;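 also: absorbance from insulin aggregation driven by PDI reduction with DTT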
Glyco luc inh = N-linked glycosylation inhibition; D54 ERlucT glycosylation luciferase reporter, 24 h; percent of 100 nM tunicamycin response; reporter increase, % at 12.5 µM; AID 588692; actives 0.23% (n = 360,000);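 active = mean luciferase reporter signal, scaled so untreated is 0 and the glycosylation-blocking control 100, at or above a set limit in every replicate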;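 also: luciferase carries N-glycosylation sites so blocking glycosylation raises the light; 0% = median of neutral control wells and 100% = median of 100 nM tunicamycin wells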
Cardio protect = modulators protecting cardiomyocytes from myocardial damage. protection from H2O2 cell death, % at 20 µM. H9c2 cardiomyocytes, H2O2 injury protection, ATPLite, 2 h. actives 0.63% (n = 360,000);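 active = compounds giving at least 50% protection of heart cells from peroxide-induced death in the single-dose screen, raw or plate-pattern-corrected value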;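 also: 0% = DMSO wells with peroxide and 100% = DMSO wells without peroxide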
MC4R barr agon = human MC4R agonism via beta-arrestin. P32245. U2OS MC4R beta-arrestin complementation, luminescence; percent of melanotan II response, DMSO zero. activation, % at 8.9 µM. actives 0.98% (n = 360,000). AID 540308;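 active = activation above a per-plate cutoff, the mean activation of sample wells on that plate plus 3 SD, cut at about 8% in these data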
Target sequence (P32245 whole entry, looked up): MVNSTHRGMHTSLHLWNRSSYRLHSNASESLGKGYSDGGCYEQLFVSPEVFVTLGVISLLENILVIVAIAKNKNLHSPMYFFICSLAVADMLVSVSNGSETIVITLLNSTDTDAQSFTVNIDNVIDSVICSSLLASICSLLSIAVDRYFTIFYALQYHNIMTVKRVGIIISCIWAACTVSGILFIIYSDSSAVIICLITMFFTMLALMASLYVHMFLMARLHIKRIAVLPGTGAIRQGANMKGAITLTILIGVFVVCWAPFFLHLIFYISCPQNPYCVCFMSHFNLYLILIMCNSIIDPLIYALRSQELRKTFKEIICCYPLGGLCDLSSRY
MC4R antagonist = blocks human MC4R cAMP signaling | inhibition, % at 6.5 µM | MC4R-expressing cells, MTII-stimulated cAMP, LANCE TR-FRET | AID 540295 | actives 0.48% (n = 360,000) | P32245;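 active = inhibition above its plate's cutoff, the mean of tested wells on that plate plus 3 SD, cut at about 29% in these data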;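 also: 0% = Melanotan II alone and 100% = Melanotan II plus saturating MCL0020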
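Material – human MC4R-expressing U2OS cells · Repeats – no replicates · Detection – TR-FRET with Eu-cAMP and labeled anti-cAMP, 671 nm · Times – compound 30 min, challenge 1 h, detection 1 h · Compound – single nominal compound dose of 6.5 µM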
CaV13 ICDI inh = Primary screen for inhibitors of IQ motif and Ca2+-dependent inactivation inhibitor domain binding in CACNA1D, Förster resonance energy transfer in living cells, …; HEK cells, CFP/YFP FRET ICDI-IQ, plate reader, 10 min; percent FRET-ratio fall versus neutral wells; inhibition, % at 12.3 µM; actives 0.098% (n = 340,000);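 active = mean replicate inhibition of at least 30% and at least 1% of replicates passing that level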;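 also: 0% = median of the neutral control wells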
Active calls of the source: *; x = not tested or not shown.

Every second line gives: aDG glyco up, Vif imaging, m5-HT2A agonist, ABCB6 inh MLPCN, PDI inh, Glyco luc inh, Cardio protect, MC4R barr agon, MC4R antagonist, CaV13 ICDI inh
> CCCCC12CN3CCN(CC(C3)/C1=N\NC(=O)c1ccccc1N)C2
  0.3, 23, 3, 96, -9, 3, 3, 1.2, 5, -3
> CCOC(=O)C(NCCc1ccc(F)cc1)(NC(=O)CC)C(F)(F)F (stereo not drawn)
  0.0, -4, -2, 96, 18, 0, 11, 0.7, 6, -4
> O=C(Cc1ccc(Cl)cc1)Nc1cccnc1Cl
  -0.1, -4, -2, 98, 3, -1, 5, -0.9, 1, -10
> COc1cc2c(cc1O)C(CSC)Cc1cc3c(cc1N(C)CC2)OCO3 (stereo not drawn)
  -0.3, 2, -4, 102, -10, -3, -3, 1.1, -2, -19
> CN(C)S(=O)(=O)c1ccc2c(c1)nc(CCC(=O)NCC1CCCCC1)n2C
  -0.4, 9, -8, 94, 12, 0, -2, -1.9, -3, -5
> Cc1ccc(/C=C(\C#N)C(=O)NCC2CCCO2)o1 (stereo not drawn)
  -0.2, 2, -2, 100, 12, 1, 17, -1.8, 1, -5
> Cc1noc(C)c1COc1cccc(C(=O)NC(C)(C)C)c1
  0.0, -10, 12, 102, 3, 0, 4, 1.5, 9, 1
> C=C1CCC2[C@](C)(CO)[C@H](O)CC[C@@]2(C)[C@@H]1C/C=C1\C(=O)OC[C@H]1O (stereo partly drawn)
  -0.1, 16, 2, 104, x, 0, 1, 1.5, -2, x
> CN(CC(=O)Nc1ccc(Cl)c(C(F)(F)F)c1)C(=O)c1cc(=O)[nH]c2ccccc12
  0.2, -15, -7, 100, -3, 8, 7, -1.2, 7, -5
> CCOC(=O)c1ccccc1NC(=O)COC(=O)c1ccc(C)c(S(=O)(=O)N2CCOCC2)c1
  0.2, 1, -1, 91, 6, 1, 0, 1.7, 7, -5
> O=C(CC1Sc2ccccc2NC1=O)Nc1ccccc1[N+](=O)[O-] (stereo not drawn)
  -0.2, 1, 7, 99, 3, 0, 8, 3.5, -2, x
> CCOC(=O)c1cc(-c2ccccc2)sc1NC(=O)C(C)Sc1nnnn1C (stereo not drawn)
  1.5, -6, -3, 97, -3, -4, -4, -0.8, 3, -5
> Cn1c(CNc2cccc(Cl)c2)nnc1SCC#N
  -0.3, 0, 3, 95, 0, 2, 7, -0.2, 2, -5
> COC(C(=O)N/N=C(\C)c1ccc(C)cc1)c1ccccc1 (stereo not drawn)
  -0.1, 3, -8, 97, -1, 0, -2, -1.0, 1, -20
> O=C(O)Cn1nc(C(F)(F)F)c2c1CCC2
  -0.2, 4, 4, 96, -1, 2, 1, 0.0, -2, -10

Brought forward from above: 3 entries; new compounds follow.
Every second line gives: aDG glyco up, Vif imaging, m5-HT2A agonist, ABCB6 inh MLPCN, PDI inh, Glyco luc inh, Cardio protect, MC4R barr agon, MC4R antagonist, CaV13 ICDI inh
> Cn1c(CNc2cccc(Cl)c2)nnc1SCC#N
  -0.3, 0, 3, 95, 0, 2, 7, -0.2, 2, -5
> COC(C(=O)N/N=C(\C)c1ccc(C)cc1)c1ccccc1 (stereo not drawn)
  -0.1, 3, -8, 97, -1, 0, -2, -1.0, 1, -20
> O=C(O)Cn1nc(C(F)(F)F)c2c1CCC2
  -0.2, 4, 4, 96, -1, 2, 1, 0.0, -2, -10
> Cc1ccc(C(NC(=O)N2CC(C)OC(C)C2)C(Cl)Cl)cc1F (stereo not drawn)
  0.2, 6, -1, 102, 3, 2, -2, 1.1, 23, -15
> CCOc1ccc(CN(C)C(=O)CCl)cc1
  0.1, 10, 4, 170, 3, 8, -3, 0.0, 0, -3
> CCN(CC)C(=O)c1sc(NC(=O)c2ccc(Br)o2)c(C(=O)OC)c1C
  0.2, -22, 0, 96, -6, 0, 41, -2.0, 8, x
> O=C(COc1ccc2c(c1)CCC2)Nc1ccccn1
  0.3, -12, 0, 99, -1, -21, -20, -3.2, 5, 0
> Cc1ccc(N2CCN(/N=C/C=C/c3ccccc3)CC2)cc1
  -0.4, -4, 4, 96, -4, -2, 2, 0.6, 7, -6
> CNC(=O)/C(C#N)=C/c1cn(CC(=O)OC)c2ccccc12
  0.0, 4, 8, 98, -2, 1, 4, -0.9, -1, -4
> COc1ccc([N+](=O)[O-])c(OC)c1C(=O)NC(=O)Nc1c(F)c(F)c(F)c(F)c1F
  0.2, 7, 7, 100, -6, -5, 0, 1.2, -5, -15
> O=C(NCCN1CCOCC1)Nc1cccc(Cl)c1
  -0.1, 8, -2, 98, -1, 1, 3, -1.5, 8, 7
> O=C(COC(=O)c1ncc(Cl)c(Cl)c1Cl)NC(=O)c1ccccc1
  0.5, -1, 6, 99, -8, -1, 0, -0.7, 11, -6
> Cc1ccc(C(=O)Nc2nnc(C)s2)o1
  0.1, 2, 3, 99, 3, 2, 9, 0.1, 11, x
> COc1ccc(OC)c(NC(=O)CCCN2C(=O)C3C4C=CC(C4)C3C2=O)c1 (stereo not drawn)
  0.1, -7, 2, 90, 3, 2, -3, -0.6, 15, -4
> CCCCCCNC(=O)O[C@H]1C[C@@H]2C(=O)N(c3ccccc3)C(=O)[C@@H]2[C@@H]2CN(S(=O)(=O)c3ccc(C)cc3)C[C@]12O
  0.1, 1, 6, 97, -3, 0, 1, -0.5, 5, -3
> CN(C)c1ccc(/C=N/NC(=O)c2cc(-c3ccc4c(c3)OCO4)n[nH]2)cc1
  -0.1, -8, -4, 91, -1, 20, 16, -1.6, -24, -21
> COc1ccc2nc(CCN(C)C(=O)C3CCC(=O)N(Cc4cccc(F)c4)C3)[nH]c2c1 (stereo not drawn)
  0.2, 2, 4, 103, -1, 2, 1, -2.5, 4, -2
> CCOC(=O)c1cnc(-n2nc(C)cc2C)nc1Oc1ccccc1F
  0.1, 1, 7, 95, 9, 3, 4, 0.9, 12, -5

(list continues)
SMILES	aDG glyco up	Vif imaging	m5-HT2A agonist	ABCB6 inh MLPCN	PDI inh	Glyco luc inh	Cardio protect	MC4R barr agon	MC4R antagonist	CaV13 ICDI inh
CCOc1ccccc1C(=O)NCC(=O)Nc1ccc2c(c1)OCO2	-0.1	-14	-1	99	-3	-2	-1	-1.3	5	-5
CCN(CC)C(=O)[C@H]1CC(CC(=O)NCCCn2ccnc2)C(=O)N2CCc3c([nH]c4ccc(OC)cc34)[C@]12C (stereo partly drawn)	-0.3	-12	-3	100	-2	4	0	-1.4	1	-10
Cc1cccc(NS(=O)(=O)c2cccc3nsnc23)c1	-0.3	-8	-2	131	-5	1	7	-1.2	7	x
Cc1cc(C)c(N=C2C(=O)Nc3ccccc32)c(C)c1	0.4	0	0	95	-10	2	-10	-0.4	0	-18
CC1CC(C)(C)NC(=S)N1CCC(=O)NCc1ccc(Cl)cc1 (stereo not drawn)	-0.1	-8	0	104	-3	-3	-2	3.1	5	-2
Cc1ccccc1NS(=O)(=O)c1ccc(C)c(NS(C)(=O)=O)c1C	-0.1	1	-4	97	0	1	-7	-0.9	12	-3
O=C(CN1C(=O)c2ccccc2S1(=O)=O)NCc1ccccc1	-0.1	28	4	97	-6	2	1	0.9	20	-17
O=C(Nc1ccccc1O)c1ccc2c(c1)C(=O)N(Cc1ccco1)C2=O	-0.2	-10	7	99	13	-1	6	4.0	13	-5
O=C(c1ccccc1)c1ccccc1C(=O)N1CCN(Cc2ccccc2F)CC1	0.3	x	-4	92	-6	-3	6	-0.2	7	-5
COc1ccccc1OCCNC(=O)C(CCSC)NC(=O)c1ccccc1Cl (stereo not drawn)	0.3	25	-9	91	0	-1	1	0.8	20	-2
COc1cc2[nH]c(=O)n(Cc3ccc(C(=O)N4CCC(N5CCCCC5)CC4)cc3)c(=O)c2cc1OC	0.0	3	0	97	3	-1	6	-1.4	1	x
O=c1[nH]c2cc3c(cc2cc1CN(Cc1ccccc1)Cc1nnnn1Cc1ccco1)OCCO3	-0.2	-12	1	103	14	-1	26	-1.0	5	x
Cn1c(Cc2ccccc2)nnc1SCC(=O)N1CCOCC1	-0.1	-3	-2	100	-2	2	1	-0.6	4	-6
Cn1c(C(=O)NCc2cccnc2)cc2sc(Cl)cc21	0.2	-5	-6	95	-10	2	3	-1.9	-4	-8
CC(Oc1ccccc1F)C(=O)NNC(=O)CCS(=O)(=O)c1ccccc1Cl (stereo not drawn)	-0.3	-14	0	105	7	1	0	-2.5	5	-7
Cc1nccc(-c2cccc(NC(=O)Nc3ccc(Cl)cc3)c2)n1	0.0	-8	-6	96	5	-2	-11	-0.7	-3	-5
COCCNC(=O)C1c2ccccc2C(=O)N(CCOC)C1c1ccc(F)cc1 (stereo not drawn)	0.1	10	-3	110	2	1	-3	-1.0	4	-4

Part of the list above, reduced to MC4R antagonist, PDI inh and aDG glyco up:
SMILES,MC4R antagonist,PDI inh,aDG glyco up
CCOC(=O)c1cc(-c2ccccc2)sc1NC(=O)C(C)Sc1nnnn1C (stereo not drawn),3,-3,1.5
Cc1nccc(-c2cccc(NC(=O)Nc3ccc(Cl)cc3)c2)n1,-3,5,0.0

Source: PubChem (several laboratories)
